High-throughput results deposited in PubChem by several laboratories.
PfHsp90 set2: inhibits growth of yeast expressing Plasmodium falciparum Hsp90; actives 0.32% (n = 310,000); AID 504621; inhibition, % at 9.4 µM; S. cerevisiae expressing PfHsp90, BacTiter-Glo ATP, 48 h; yeast lacking PDR1 and PDR3 efflux regulators;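 active = every replicate shows inhibition above about 80%, whatever the replicate mean, limit read from the data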;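 also: 0% = DMSO neutral controls and 100% = 20 µM radicicol positive controls; yeast relying on Plasmodium falciparum Hsp90 in place of its own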
phage Ecoli inh: E. coli growth loss with phage present. actives 0.26% (n = 360,000). inhibition, % at 11.9 µM. AID 651602. growth absorbance; in the data active = inhibition above about 11%
Mot1-301 SUMO: blocks SUMOylation pathway, rescuing yeast Mot1-301 growth; S. cerevisiae Mot1-301 growth rescue, ATP luminescence, 38.5C; percent above DMSO median, 100 means doubled; growth rescue, % at 18.8 µM; actives 1% (n = 320,000);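 active = every valid replicate shows activation above 250% relative to neutral control wells; inactive = the rest, any valid replicate at or below 250%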;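 also: OY570 slx delta 5 strain wells were the positive control but not used for scaling; some compounds called inactive have numbers as strong as hits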
HTR5A inv ag: inverse agonist of human HTR5A in OPRM1-OPRD1 counter-screen; P47898; HTR5A cell line, luminescence, inverse agonism; inhibition, % at 9.3 µM; actives 0.083% (n = 340,000); AID 504634; in the data active = inhibition mostly above about 23%, no sharp cut-off; inactive = mostly below about 18%;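 also: 0% = cells with DMSO and 100% = no-cell wells with DMSO; some compounds called inactive have numbers as strong as hits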
OPRM1-OPRD1 ag: agonists of human mu-delta opioid receptor heterodimerization | actives 0.3% (n = 340,000) | activation, % at 9.3 µM | P35372+P41143 | cells, OPRM1-OPRD1 heterodimerization, luminescence; in the data active = activation above about 18%;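 also: 0% = vehicle-treated cells and 100% = reference agonist; values of inactives mirror those of a sister screen read the other way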
Target sequence (P35372 whole entry, looked up): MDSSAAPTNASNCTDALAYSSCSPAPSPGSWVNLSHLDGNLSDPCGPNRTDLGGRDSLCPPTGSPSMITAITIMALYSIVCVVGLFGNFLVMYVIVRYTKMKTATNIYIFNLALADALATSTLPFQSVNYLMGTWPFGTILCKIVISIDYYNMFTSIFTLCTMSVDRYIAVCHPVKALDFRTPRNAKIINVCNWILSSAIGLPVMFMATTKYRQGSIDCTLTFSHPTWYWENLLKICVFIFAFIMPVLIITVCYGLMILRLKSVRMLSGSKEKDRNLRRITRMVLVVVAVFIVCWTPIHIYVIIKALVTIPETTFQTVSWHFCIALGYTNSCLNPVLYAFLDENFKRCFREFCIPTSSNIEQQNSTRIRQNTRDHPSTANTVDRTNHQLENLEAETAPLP
Target sequence (P41143 whole entry, looked up): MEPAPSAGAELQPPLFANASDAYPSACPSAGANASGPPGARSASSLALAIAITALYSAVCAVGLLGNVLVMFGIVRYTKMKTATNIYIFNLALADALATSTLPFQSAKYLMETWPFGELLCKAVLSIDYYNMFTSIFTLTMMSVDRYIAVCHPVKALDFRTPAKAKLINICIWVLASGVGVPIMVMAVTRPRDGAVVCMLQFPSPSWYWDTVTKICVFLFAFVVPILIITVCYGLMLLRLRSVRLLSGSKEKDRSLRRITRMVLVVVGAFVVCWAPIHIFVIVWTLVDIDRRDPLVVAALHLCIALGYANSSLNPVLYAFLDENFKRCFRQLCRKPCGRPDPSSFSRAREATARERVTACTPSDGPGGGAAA
AddAB inh: less growth of phage-infected E. coli with AddAB | inhibition, % at 11.9 µM | actives 0.29% (n = 330,000) | E. coli expressing H. pylori AddAB, absorbance growth | AID 435030; in the data active = inhibition above about 12%;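 also: 0% = vehicle wells of infected cells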
MOR-DOR inv ag: inverse agonists of human mu-delta opioid receptor heterodimerization; actives 0.21% (n = 340,000); cell-based MOR-DOR heterodimer luminescence, inverse agonism; P35372+P41143; inhibition, % at 9.3 µM; in the data active = inhibition above about 22%, passing the limit was not always enough;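 also: 0% = cells with DMSO and 100% = wells without cells with DMSO; values of inactives mirror those of a sister screen read the other way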
Ecoli viability: counter-screen for AddAB inhibitors: E. coli growth inhibition | E. coli V3065 growth, OD600 absorbance, 18 h | inhibition, % at 11.9 µM | actives 0.27% (n = 330,000) | AID 449728;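 active = inhibition above the campaign's mean inhibition across all tested compounds plus 3 SD, cut at about 9.9% in these data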;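 also: uninfected addAB+ strain grown without phage in ampicillin broth; 0% = DMSO wells and 100% = ciprofloxacin 0.95 µg/ml wells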
HTR5A ag ctr: counter-screen for OPRM1-OPRD1 agonists: human HTR5A agonism | AID 504692 | actives 0.61% (n = 340,000) | activation, % at 9.3 µM | HTR5A agonist assay, luminescence, cell-based; in the data active = activation mostly above about 9.5%, no sharp cut-off; inactive = mostly below about 7.6%;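 also: 0% = cells with vehicle only and 100% = reference agonist; strong numbers were not always called active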
DSG3 Ab inh: inhibitors of pemphigus antibody binding to human desmoglein-3. P32926. DSG3-coupled beads, scFv-anti-DSG3-GFP binding, flow cytometry; active compounds read low. binding (percent of control), % at 10 µM. actives 0.48% (n = 310,000);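 active = binding more than 3 SD below its plate's average and above zero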;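 also: hits lower antibody fragment binding to DSG3; some compounds called inactive have numbers as strong as hits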
PKA-R1A act: activates the PKA-R1A holoenzyme complex; PKA-R1A dissociation, Cy5-IP20 fluorescence polarization; scaled: DMSO 0%, 113 µM cGMP 100%; actives 0.083% (n = 340,000); activation, % at 11.4 µM; P00514+P68181;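 active = percent activation above the mean of all tested compounds plus 3 SD, cut at about 19% in these data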;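 also: higher means more PKAc released from R1A so a rise in polarization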
Active calls of the source: *; . = no result given. Compounds were not picked by outcome, and some 3.2% of all compounds hit somewhere here.

Screens in order – PfHsp90 set2	phage Ecoli inh	Mot1-301 SUMO	HTR5A inv ag	OPRM1-OPRD1 ag	AddAB inh	MOR-DOR inv ag	Ecoli viability	HTR5A ag ctr	DSG3 Ab inh	PKA-R1A act
- NC(=O)Cn1c(=O)oc2ccccc21
    .	1.9	-27	7	-1.7	3.6	8	0.9	-3	89	5
- N#Cc1ccc(NC(=S)NC(=O)CCc2ccc(S(=O)(=O)N3CCOCC3)cc2)cc1
    -25	0.0	6	-5	-3.2	0.0	17	0.4	-7	102	-2
- O=C(CCCNS(=O)(=O)c1cccs1)N1CCN(c2cccc(Cl)c2)CC1
    8	4.3	-2	-2	-1.1	2.3	7	0.8	1	.	1
- CCCC(C)NC(=S)NC(=O)c1cc(S(=O)(=O)N2CCOCC2)ccc1C (stereo unspecified)
    -9	-1.0	156	4	3.3	3.1	-17	1.5	0	114	-2
- NC(=O)c1cc(C(=O)c2cccc(Cl)c2Cl)c[nH]1
    -10	4.0	11	2	-0.9	2.7	5	-0.5	-1	98	-14
- COc1ccc(Nc2nccc(-c3cccc(N)c3)n2)cc1
    11	2.6	4	1	-3.7	1.7	18	-0.5	0	.	7
- CCCC(=O)N(c1ccc2oc(=O)sc2c1)S(=O)(=O)c1cccs1
    4	3.0	-15	19	4.6	3.6	-19	0.9	10	106	-1
- COc1ccc(-c2csc3ncnc(N4CCN(S(=O)(=O)c5cccs5)CC4)c23)cc1
    .	0.2	-20	7	-1.3	2.1	7	1.0	-2	101	-6
- COc1cccc(-c2onc3ccc(C(C)=O)cc23)c1
    -16	1.9	2	-6	2.1	1.4	-10	1.8	2	97	6
- Cc1cccn2c(=O)c3cc(C(=O)N4COCC4(C)C)n(C)c3nc12
    .	0.1	.	-9	-1.9	1.0	11	-1.6	5	105	9
- O=C(c1ccncc1)N(Cc1ccccc1)Cc1nc2ccccc2c(=O)[nH]1
    13	1.6	414*	1	0.8	0.3	-5	-0.1	0	112	0
- NC(=O)c1oc2ccccc2c1NC(=O)CN1CCCCC1
    8	3.0	13	-14	-2.4	-0.5	12	-1.0	5	101	8
- O=C(CCNC(=O)c1ccco1)Nc1ccc(C(F)(F)F)cc1
    6	5.1	67	4	1.7	8.8	-13	5.2	-2	.	-8
- CC(C)C(=O)N1CC(=O)Nc2ccc(F)cc2C1c1ccc(F)cc1 (stereo unspecified)
    -10	2.2	0	-16	-2.1	-2.9	10	-3.0	4	98	-5
- NC(=O)C1CCN(C(=O)CCc2nc3ccccc3c(=O)[nH]2)CC1
    13	0.8	4	12	0.5	2.5	-3	1.3	6	102	-2

New compounds follow:
Screens in order – PfHsp90 set2	phage Ecoli inh	Mot1-301 SUMO	HTR5A inv ag	OPRM1-OPRD1 ag	AddAB inh	MOR-DOR inv ag	Ecoli viability	HTR5A ag ctr	DSG3 Ab inh	PKA-R1A act
- COC(=O)Nc1nn(Cc2ccccc2F)cc1Br
    -14	3.2	13	1	0.3	4.6	-2	0.7	4	97	7
- C=CCOc1ccc(/C=C/C(=O)OCC(=O)N2CCCc3ccccc32)cc1
    .	2.7	16	13	-2.6	-1.4	14	-1.7	10	91	4
- CS(=O)(=O)Nc1ccc2c(c1)OCC(=O)N2Cc1ccccc1
    -15	0.3	-25	-4	-3.1	2.5	14	0.1	1	98	-6
- O=C(OCN1C(=O)c2ccccc2C1=O)c1ccco1
    14	2.6	.	-16	-0.2	-1.5	1	0.3	-2	100	2
- O=[N+]([O-])c1ccc(Nc2nc(NCCO)nc(N3CCCC3)n2)cc1
    8	7.8	231	37	-0.9	1.7	4	-1.4	-5	107	2
- Cc1c(NC(=O)NCCN2C(=O)C3C4C=CC(C4)C3C2=O)c(=O)n(-c2ccccc2)n1C (stereo unspecified)
    .	4.0	2	11	-2.6	3.7	13	-1.1	-4	106	-3
- COC(=O)CC1SC(=O)NC1=Nc1ccccc1 (stereo unspecified)
    .	0.8	3	13	-1.7	-0.7	8	0.4	-5	96	0
- O=C(CCNC(=O)c1ccc(Br)o1)NCc1ccccn1
    7	3.8	1	-39	0.8	-0.5	-5	0.2	2	101	-7
- O=C(CCC(=O)N1CCN(S(=O)(=O)c2ccc3ccccc3c2)CC1)NCC(F)(F)F
    -6	0.8	61	18	-3.6	3.1	19	-0.1	-3	100	-11
- O=C(CNC(=O)c1ccc(Cl)cc1Cl)OCC(=O)N1CCCC1
    8	1.8	-6	8	-2.5	1.4	10	-4.0	-3	.	5
- O=C(CSc1nc2ccccc2c(=O)n1CC1CCCO1)NCCc1ccccc1 (stereo unspecified)
    -4	1.5	-10	-12	-1.5	3.5	8	1.9	4	105	5
- Cc1cc(C)c(NC(=O)CNC(=O)CSc2nnc(N)s2)c(C)c1
    .	1.8	-8	-16	-1.1	-2.4	7	-1.1	3	97	-8
- CCOc1ccc(NC(=O)CN(C)C(=O)C2CSC3(C)CCC(=O)N23)cc1OCC (stereo unspecified)
    -2	3.5	-6	18	-1.2	0.9	5	-1.9	4	101	-8
- Cc1ncnc(N)c1CCCNc1ccccc1
    1	1.8	.	-20	-1.9	.	9	.	5	.	4
- Cc1cc2cc(C)c(NCCNC(=O)c3cccc(F)c3)nc2cc1C
    13	4.9	15	-1	1.9	-0.7	-14	1.6	0	105	-5

The results go on:
Screens in order – PfHsp90 set2	phage Ecoli inh	Mot1-301 SUMO	HTR5A inv ag	OPRM1-OPRD1 ag	AddAB inh	MOR-DOR inv ag	Ecoli viability	HTR5A ag ctr	DSG3 Ab inh	PKA-R1A act
- COc1ccc2oc3cc(C)[n+]([O-])c(-c4ccc(Br)cc4)c3c2c1
    9	1.2	28	-15	-0.1	-1.6	1	0.6	-1	111	1
- CC1(C)CC(=O)N(CC(=O)O)c2ccccc2S1(=O)=O
    -2	2.7	37	7	-3.6	3.5	18	0.9	-3	109	8
- CSc1oc(-c2ccco2)nc1S(=O)(=O)c1ccccc1
    10	2.0	2	-15	-2.8	-0.2	15	1.5	-3	85	0
- Cc1ccc2nc(SCC(=O)O)nc(C)c2c1
    6	1.1	21	1	-0.9	1.4	4	-2.2	0	125	7
- O=C(C[C@H]1C/C=C\C[C@H](Cc2ccc(F)cc2)C(=O)OCCNC1=O)NCCO
    -9	1.0	-15	1	0.4	1.6	-2	1.8	0	107	0
- Cc1cc(C)n(-c2nc(NCCCN(C)C)c3c4c(sc3n2)CCCC4)n1
    .	-2.9	0	.	.	4.3	.	-2.5	.	99	.
- CCOC(=O)N1CCN(CC(O)COCc2cc(OC)c(OC)c(OC)c2)CC1 (stereo unspecified)
    2	0.2	-16	4	-3.1	3.1	16	0.5	2	.	-7
- CNc1ccccc1C(=O)OCC(=O)N1CCN(c2ccc(OC)cc2)CC1
    6	-0.4	11	-4	-0.4	2.9	2	-1.6	1	111	-2
- C#CCOCCOCCOCCNc1nc(N2CCN(C(=O)[C@H](CCCCN)n3cc(CCCC)nn3)CC2)nc(N2CCN(C(=O)[C@H](CCCCN)n3cc(CCC(=O)O)nn3)CC2)n1
    9	1.7	14	3	-1.5	0.2	9	-0.8	3	101	6
- CCN(CC(=O)Nc1ccc(NC(C)=O)cc1)C(=O)c1ccc(C(=O)c2ccccc2)cc1
    14	2.8	15	-66	-3.5	-1.4	13	-0.5	22*	.	2
- CCOC(=O)c1cc(-c2ccc3c(c2)OCO3)nc2onc(C)c12
    -92	3.6	6	-17	-1.8	3.7	8	1.7	6	103	0
- O=S(=O)(Cc1ccccc1)N1CCN(c2ncccn2)CC1
    -63	1.4	399*	3	-1.5	3.4	8	2.0	-1	100	-2
- COc1ccc(/C(C)=N/Nc2nncc3ccccc23)cc1
    27	-0.2	7	-4	0.3	2.4	-1	-1.0	1	.	1
- COc1ccc(N/C=C\C(=O)c2ccc3c(c2)OCO3)cc1
    4	1.8	16	-7	1.6	1.7	-9	1.7	2	107	0
- O=C(Nc1ccccc1C(=O)NC1CCCC1)NC1CCCC1
    -5	3.4	-17	-13	-3.0	0.2	15	-1.7	0	98	2

New compounds follow
Screens in order – PfHsp90 set2	phage Ecoli inh	Mot1-301 SUMO	HTR5A inv ag	OPRM1-OPRD1 ag	AddAB inh	MOR-DOR inv ag	Ecoli viability	HTR5A ag ctr	DSG3 Ab inh	PKA-R1A act
- O=C(c1cc(-c2ccccc2)nc2ccccc12)N1CCOCC1
    -27	2.0	80	12	-0.2	2.9	1	0.6	-5	101	2
- O=C(O)C(Cc1cccs1)c1cccs1 (stereo unspecified)
    -1	1.6	.	-10	-0.1	.	0	.	2	.	12
- CNC(=S)N(Cc1ccc2c(c1)OCO2)C1CC(=O)N(c2ccc(F)cc2)C1=O (stereo unspecified)
    .	0.7	5	-6	-1.4	3.0	7	0.9	3	.	-14
- O=C(CNC(=S)N(Cc1ccccc1)Cc1cccnc1)NC1CC1
    -22	2.8	10	6	-0.6	5.7	3	1.0	1	128	9
- Fc1cccc(Cl)c1/C=C/c1cnc2ccccc2n1
    -20	3.3	-6	-10	7.8	-1.1	-40	2.5	3	95	-2
- Cc1nn(-c2ccccc2)c(OC(=O)c2cccs2)c1S(=O)(=O)c1ccc([N+](=O)[O-])cc1
    .	0.3	-15	5	4.4	-0.2	-25	-1.1	-3	96	-1
- CN1CCc2c(sc3c2C(=O)NC(/C=C/c2ccco2)N3)C1 (stereo unspecified)
    -1	2.2	16	7	-2.2	1.4	13	0.4	3	103	15
- CN(C)c1ccc(/C=N/NC(=O)c2nnn(-c3nonc3N)c2COc2ccc(F)cc2)cc1
    -14	-3.1	-3	-14	2.2	-2.3	-11	-3.7	1	77*	12
- CCCCc1ccc(NC(=S)N2CCCC(C)C2)cc1 (stereo unspecified)
    12	3.8	20	20	3.9	0.3	-20	0.5	-1	101	-13
- c1ccc(Cn2nnc(CNc3ccccc3)c2-c2c(CNc3ccccc3)nnn2Cc2ccccc2)cc1
    -6	.	-3	2	1.5	3.5	-8	-1.2	-6	103	2
- O=C(CSc1nc(O)cc(=O)[nH]1)C1CC1
    -8	2.7	121	-9	-0.5	0.6	3	3.6	3	100	-6
- O=S(=O)(c1ccc(Cl)cc1)N1CCN(c2ccc(N3CCOCC3)nn2)CC1
    .	1.1	-11	-2	-1.5	0.6	8	0.2	-1	98	-4
- CCCN1CCN(CCCNC(=O)Cn2nc(-c3ccc(Cl)cc3)ccc2=O)CC1
    40	3.0	-19	17	-1.6	1.6	10	0.9	-6	98	-4
- CC(C)(C)OC(=O)N/N=C/c1cn(-c2ccccc2)nc1-c1cccnc1
    -12	-0.7	9	6	-3.7	-1.2	19	3.4	1	103	-3
- COc1ccc(S(=O)(=O)NCC(c2ccc3c(c2)OCO3)N2CCN(C)CC2)cc1OC (stereo unspecified)
    .	-0.2	-2	-4	-4.5	1.6	23	1.5	1	105	7
- CCOC(=O)N1CCN(C(=O)/C=C/c2ccc3c(c2)OCO3)CC1
    -6	3.2	7	14	-2.7	2.4	14	2.4	5	91	2
- CC(=O)Nc1ccc(C(=O)OCCCOC(=O)c2ccc(NC(C)=O)cc2)cc1
    -9	1.5	196	-1	-2.8	3.4	15	-0.3	-2	91	-5
